Spn PMK inh: S. pneumoniae PMK inhibitors, primary screen, biochemical, mevalonate pathway, pilot trial included; phosphomevalonate kinase (Streptococcus pneumoniae D39); purified PMK, PK/LDH-coupled NADH absorbance 340 nm; inhibition, % at 10 µM; 65,000 tested, 0.49% active; AID 539, 2006;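 active means top-ranked compounds by inhibition in the single 10 µM screen, taking a fixed number of the strongest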;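 further: 0% = full reaction with DMSO carrier and 100% = background rate without enzyme reaction; no value below 0 was filed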
LYP inhibition: LYP phosphatase inhibitors, primary screen, biochemical, DiFMUP fluorescence, recombinant catalytic domain, 10 µM (AID 606); Tyrosine-protein phosphatase non-receptor type 22 (Homo sapiens); recombinant LYP catalytic domain, DiFMUP fluorescence; higher % means a stronger effect; inhibition, % at 10 µM; hits with a dose series show IC50 in µM; 52,000 tested, under 10 active;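 active means IC50 under 40 µM in the dose-response test; inactive means IC50 of 40 µM or more, or never dose-tested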
DPM-DC inhibit: S. pneumoniae DPM-DC inhibitors, primary screen, biochemical, PK/LDH-coupled NADH fluorescence; 65,000 tested, 0.49% active; diphosphomevalonate decarboxylase (Streptococcus pneumoniae D39); calls only at 10 µM; AID 556, 2006; purified DPM-DC;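 active means the 320 compounds with the highest percent inhibition in the single-dose primary screen, excluding strongly autofluorescent ones, cut at about 32% in these data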;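 further: kinetic rate of NADH fluorescence loss reporting ADP formed by the decarboxylase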
HT1080 cytotoxicity: cytotoxicity in HT1080 fibrosarcoma cells, cell-based, fluorescence readout (AID 620); HT1080 viability, fluorescence; higher % means a stronger effect; one-dose cytotoxicity, % at 10 µM; EC50 in µM for titrated hits; 87,000 tested, 0.42% active;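 further: cells exposed to compound overnight then 4 h with Alamar Blue; 0% = vehicle DMSO and 100% = killing control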
TNAP inhibition: human TNAP enzyme inhibitors, biochemical, luminescent (AID 518) | purified TNAP enzyme, luminescent substrate readout; higher % means a stronger effect | Alkaline phosphatase, tissue-nonspecific isozyme (Homo sapiens) | one-dose inhibition, % at 20 µM; IC50 in µM for titrated hits | 64,000 tested, 0.09% active; in the data active means a potency from the dose series; inactive means the rest, 99 in 100 with inhibition below about 22%;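 further: plate controls were vehicle for no effect and reference inhibitor for full effect; many of its hits are not listed in these tables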
KRASV12 cytotoxicity: cytotoxicity in KRAS-transformed pancreatic duct cells, primary screen, cell-based, fluorescence, HTS (AID 431); HPDE-C7K KRASV12 cells, Alamar Blue viability, 48 h; higher % means a stronger effect; one-dose cytotoxicity, % at 10 µM; EC50 in µM for titrated hits; 63,000 tested, 1.7% active;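 active means compounds whose percent cytotoxicity in the single-dose primary screen, scaled between solvent and toxic-drug controls, exceeds 50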;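 further: 0% = DMSO solvent wells and 100% = doxorubicin-treated wells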
MK inhibit: S. pneumoniae MK inhibitors, primary screen, biochemical, PK/LDH-coupled NADH absorbance | mevalonate kinase [Streptococcus pneumoniae D39] | purified MK, PK/LDH-coupled NADH absorbance 340 nm | inhibition, % at 10 µM | 65,000 tested, 0.48% active;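 active means ranked among the strongest by inhibition in the single 10 µM screen, a fixed top-ranked set picked for dose follow-up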; further: no value below 0 was filed
HPDE-C7 cytotoxicity: cytotoxicity in HPDE-C7 cells, cell-based, fluorescence, HTS (AID 430). HPDE-C7 pancreatic duct cells viability, fluorescence; higher % means a stronger effect. 63,000 tested, 1.8% active. cytotoxicity, % at 10 µM; hits with a dose series show EC50 in µM;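 further: cells exposed to compound for 48 hours before viability readout; 0% = vehicle and 100% = reference cytotoxic drug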
Bfl-1 inhibitors: Bfl-1 inhibitors, primary screen, biochemical, fluorescence polarization, FITC-Bid, mouse (AID 432). one-dose displacement, % at 20 µM; IC50 in µM for titrated hits. 64,000 tested, 0.02% active. Bcl-2-related protein A1 (Mus musculus). FITC-Bid BH3 peptide fluorescence polarization displacement; higher % means a stronger effect; in the data active means a potency from the dose series; inactive means the rest, 99 in 100 with displacement below about 15%; further: strong numbers were not always called active
Spn PMK inh pilot replicates: further read-out of Spn PMK inh, marked with its call; inhibition, %; measured here: pilot screen replicates
MK inhibit pilot replicates: recorded beside MK inhibit, whose call it bears; inhibition, %; measured here: pilot screen replicates
DPM-DC inhibit pilot screen %: further read-out of DPM-DC inhibit, marked with its call; inhibition, %; measured here: pilot screen trials
* = called active by the depositor; i = inactive; . = not tested or not shown; + = active, no number. Unless noted, no stated cut-off is given here; in the data, active means cytotoxicity above about 50%; inactive means the rest.

SMILES	Spn PMK inh	LYP inhibition	DPM-DC inhibit	HT1080 cytotoxicity	TNAP inhibition	KRASV12 cytotoxicity	MK inhibit	HPDE-C7 cytotoxicity	Bfl-1 inhibitors	others
CC(C)(C)NC(=O)C(c1ccccc1)N(Cc1ccco1)C(=O)c1csnn1 (stereo not given)	0	.	i	-17%	7%	-12%	7	-16%	-2%
O=C(Nc1ccc2c(c1)OCCO2)C1CCN(c2cnccn2)CC1	13	.	i	3%	6%	0%	0	2%	-9%
CCOc1cc2nc(-c3ccc(OC)c(OC)c3)nc(N3CCOCC3)c2cc1OC	6	.	i	0%	14%	75%*	10	50%	-1%
c1ccc(OCc2nn3c(-c4ccccn4)nnc3s2)cc1	0	.	i	2%	4%	8%	8	-2%	-1%
COc1ccc(-c2cc(CCCC(=O)NCc3ccccn3)no2)cc1	1	.	i	-6%	10%	-3%	9	-10%	-3%
CCc1ccc(CNc2ccc(N3CCN(C(C)=O)CC3)cc2)cc1	0	16%	i	1%	.	.	1	.	.
CC1CN(c2oc(-c3ccccc3Cl)nc2C#N)CC(C)O1 (stereo not given)	2	-2%	i	5%	5%	-6%	6	3%	2%
CCC(=O)N1CCc2cc(S(=O)(=O)NCCCN(CC)Cc3ccccc3)ccc21	16	13%	i	.	7%	6%	0	5%	-5%
CCCN1C2=NS(=O)(=O)CCN2c2ccccc21	14	9%	i	-4%	-4%	-23%	2	-17%	-4%
O=C1CC(c2cccnc2)c2cc3c(cc2N1)OCO3 (stereo not given)	10	17%	+	1%	17%	16%	12	12%	-2%	Spn PMK inh pilot replicates=0.0;MK inhibit pilot replicates=0.5;DPM-DC inhibit pilot screen %=0.5*
Cc1ccccc1NC(=O)c1cnc2ccccn2c1=O	13	8%	i	.	4%	12%	7	7%	0%
Cn1c(-n2c(CCN3C(=O)c4ccccc4C3=O)nc3ccccc3c2=O)nc2ccccc21	11	.	i	-2%	5%	-12%	2	-19%	-2%
O=C(CCN1CCOCC1)Nc1ccc2c(c1)CCC2	1	6%	i	9%	18%	12%	5	4%	4%	Spn PMK inh pilot replicates=1.0;MK inhibit pilot replicates=0.0;DPM-DC inhibit pilot screen %=0.0
CCOCC(=O)Nc1cccc(C(=O)OCC)c1	10	9%	i	1%	7%	-2%	8	5%	3%
CCCCCCn1cnc2c(c1=O)c1nc3ccccc3nc1n2Cc1cccs1	5	2%	i	18%	10%	-4%	3	-14%	1%
CCOC(=O)N1CCN(c2ccc(C(=O)c3cccc(F)c3)cc2)CC1	0	2%	i	.	4%	1%	0	4%	-5%
CC(=O)Nc1ccc(C(=O)CSc2nc3ccccc3n2CC(=O)N2CCCC2)cc1	8	9%	i	7%	15%	7%	2	5%	2%
CCOC(=O)N1CCN(C(=O)Cn2ncc3ccccc32)CC1	3	5%	i	-10%	45%	4%	4	-9%	1%
CCOc1cccc(-c2nc(C(N)=O)c3[nH]c(=O)n(-c4cccc(Cl)c4)c3n2)c1O	5	13%	i	1%	-5%	0%	4	10%	3%
Cc1cncn1CCc1nc2c3ccccc3nc(=S)n2[nH]1	15	9%	i	3%	8%	0%	9	4%	3%	Spn PMK inh pilot replicates=5.0;MK inhibit pilot replicates=2.0;DPM-DC inhibit pilot screen %=0.0
Cc1nn(-c2ccc(C(=O)O)cc2)c(N)c1-c1ccccc1	15	.	i	-4%	7%	-6%	3	-4%	-4%
Cc1c(NC(=O)CN2C(=O)c3ccccc3C2=O)c(=O)n(-c2ccccc2)n1C	0	-2%	i	0%	15%	11%	8	3%	6%
CCc1nnc(NC(=O)CSc2nnnn2-c2cccc(C(=O)OC)c2)s1	16	.	i	-24%	4%	-6%	11	-10%	5%
CCOc1ccc(NC(=O)CN(C)c2nnnn2-c2ccccc2)cc1OCC	2	.	i	14%	5%	-8%	10	-13%	4%
O=C(O)c1oc2ccccc2c1CSc1ccccn1	7	.	i	27%	12%	31%	14	28%	11%
CSc1nc(N2CCOCC2)c2ccccc2n1	11	12%	i	2%	12%	9%	6	5%	-3%	Spn PMK inh pilot replicates=0.0;MK inhibit pilot replicates=0.0;DPM-DC inhibit pilot screen %=2.5
COc1ccc(S(=O)(=O)N2CCOCC2)cc1C(=O)Nc1cc(C)on1	3	5%	i	4%	13%	8%	8	-6%	0%	Spn PMK inh pilot replicates=6.5;MK inhibit pilot replicates=1.5;DPM-DC inhibit pilot screen %=2.5
Cn1c(CCNC(=O)OC(C)(C)C)n[nH]c1=S	15	6%	i	3%	10%	-11%	3	-18%	6%
CCOc1cc(-c2noc(-c3cccnc3)n2)ccc1OC	10	.	i	1%	15%	-12%	8	-16%	-3%
CCCS(=O)(=O)N1CCCC(C(=O)NCCN2CCC(Cc3ccccc3)CC2)C1 (stereo not given)	10	.	i	10%	11%	-2%	0	3%	-5%
Cc1ccc(NC(=O)CN(C)S(=O)(=O)c2cccc3nsnc23)cc1	12	0%	i	-2%	1%	-6%	11	-10%	-7%
O=C(Cc1ccccc1)N1CCC(c2nc(-c3ccc(F)cc3)no2)CC1	8	-1%	i	-2%	11%	-4%	0	3%	-8%
c1cc2c(cc1Oc1nc(N3CCOCC3)nc(N3CCOCC3)n1)OCO2	0	8%	i	4%	9%	-15%	7	-13%	8%
Cc1onc(-c2ccccc2)c1C(=O)Nc1c(C)n(C)n(-c2ccccc2)c1=O	0	13%	i	1%	2%	-8%	1	-13%	13%
CC(=NC1CCCCC1)C1=C(O)c2ccccc2C1=O	0	8%	i	-6%	21%	6%	0	-3%	-4%
Cc1ccc(N2CCCn3c2nc2c3c(=O)n(CCN3CCOCC3)c(=O)n2C)cc1	9	-14%	i	10%	3%	-6%	12	1%	-1%
CCCC(=O)n1nc(-c2ccc(OC)cc2)nc1N	10	1%	i	9%	22%	17%	2	12%	-6%	Spn PMK inh pilot replicates=6.0;MK inhibit pilot replicates=0.0;DPM-DC inhibit pilot screen %=2.0
CCn1c(SCC(N)=O)nnc1-c1cc2c(C)nn(-c3ccccc3)c2s1	17	.	i	15%	7%	25%	0	8%	-11%
Cc1ccc(N(C(C)C(=O)N2CCCCC2)S(C)(=O)=O)cc1C (stereo not given)	1	.	i	-8%	6%	3%	0	-2%	-8%
O=C(c1cn(CC(=O)N2CCCCC2)c2ccccc12)C1CC1	16	-1%	i	-3%	12%	0%	13	-9%	-14%
CCn1c(C)c(C(C)=O)c(N2CCN(c3ccccn3)CC2)nc1=S	0	10%	i	-5%	3%	-9%	1	-12%	-2%
Cc1sc2ncn3cnnc3c2c1C	17	7%	i	0%	18%	10%	3	-9%	0%
CCc1nc(SCC(=O)Nc2cccc(C(F)(F)F)c2)c2c(=O)n(C)c(=O)n(C)c2n1	0	-23%	i	-5%	3%	8%	7	5%	6%
COc1ccc(C2CC(c3ccc(Cl)c(Cl)c3)Nc3nc(N)nn32)cc1 (stereo not given)	5	8%	i	-4%	2%	-7%	5	-9%	5%
O=C(CSc1ncnc2c1oc1ccccc12)N1CCc2ccccc2C1	21	3%	i	2%	13%	-10%	6	-12%	-6%
Cn1c(=O)c2c(ncn2CC(=O)Nc2nc(-c3ccccc3Cl)cs2)n(C)c1=O	16	15%	i	2%	8%	16%	0	19%	0%
O=C(CSc1nc(O)cc(=O)n1-c1ccccc1)NCc1ccccc1	8	.	i	-2%	10%	-1%	8	-5%	4%
O=C(Oc1cccnc1)c1cc2ccccc2oc1=O	1	0%	i	-2%	13%	-2%	5	-2%	12%

Quoted at random: three compounds from above, in no set order.
SMILES	Spn PMK inh	LYP inhibition	DPM-DC inhibit	HT1080 cytotoxicity	TNAP inhibition	KRASV12 cytotoxicity	MK inhibit	HPDE-C7 cytotoxicity	Bfl-1 inhibitors	others
CCc1nc(SCC(=O)Nc2cccc(C(F)(F)F)c2)c2c(=O)n(C)c(=O)n(C)c2n1	0	-23%	i	-5%	3%	8%	7	5%	6%
O=C(CSc1ncnc2c1oc1ccccc12)N1CCc2ccccc2C1	21	3%	i	2%	13%	-10%	6	-12%	-6%
O=C(CSc1nc(O)cc(=O)n1-c1ccccc1)NCc1ccccc1	8	.	i	-2%	10%	-1%	8	-5%	4%

The list continues:
SMILES	Spn PMK inh	LYP inhibition	DPM-DC inhibit	HT1080 cytotoxicity	TNAP inhibition	KRASV12 cytotoxicity	MK inhibit	HPDE-C7 cytotoxicity	Bfl-1 inhibitors	others
O=C(c1ccco1)N1CCC(n2nnc3ccccc32)CC1	11	16%	i	6%	8%	-10%	0	-13%	-3%
CCN(CC)CCCNc1oc(-c2cccc(Cl)c2)nc1C#N	16	14%	.	-2%	18%	10%	15	6%	0%	Spn PMK inh pilot replicates=5.0;MK inhibit pilot replicates=0.0
CCn1c(SCC(=O)N2CCCc3ccccc32)nnc1-c1c[nH]c2ccccc12	9	3%	i	0%	-8%	3%	12	-3%	-9%
CCS(=O)(=O)n1nc(-c2ccc(OC)cc2)nc1SC	7	4%	i	5%	39%	-5%	2	-7%	-5%
COc1ccccc1NC(=O)CSc1nnc(CC(=O)Nc2ccccc2)n1C	5	3%	i	2%	7%	-5%	8	0%	19%	Spn PMK inh pilot replicates=1.0;MK inhibit pilot replicates=1.0;DPM-DC inhibit pilot screen %=0.0
CCOC(=O)Cn1c(-c2nonc2NC(=O)c2ccccc2F)nc2ccccc21	0	.	i	.	4%	41%	8	42%	2%
CCCc1nc2c(o1)CC(CC(C)SCC)CC2=O (stereo not given)	7	3%	i	35%	3%	-6%	4	-1%	-2%
CC(C)NC(=O)C1CCN(C(=O)N(C)C)CC1	19	3%	i	13%	9%	-6%	0	-5%	-6%
O=C(Cc1cc(=O)oc2cc(O)ccc12)NCC1CCC(C(=O)O)CC1 (stereo not given)	0	15%	.	1%	7%	8%	8	-10%	4%
COc1ccccc1CN(Cc1cc2cc(C)ccc2[nH]c1=O)Cc1nnnn1CC1CCCO1 (stereo not given)	8	9%	i	5%	12%	6%	4	1%	-1%
CC1(C)Cc2noc(N)c2C(C)(C)N1OC(=O)c1ccco1	4	.	i	-4%	8%	1%	0	3%	-14%	Spn PMK inh pilot replicates=1.0;MK inhibit pilot replicates=1.0;DPM-DC inhibit pilot screen %=0.0
O=C(c1csc2c1CCCC2)n1cccn1	0	.	i	-8%	9%	8%	10	0%	-3%
N#Cc1c(N2CCOCC2)nc(-c2ccco2)c2c1CCCC2	0	12%	.	-2%	7%	0%	10	8%	-4%
CC(C)c1ccc(NC(=O)C(c2ccccc2)N2CCOCC2)cc1 (stereo not given)	0	14%	i	0%	0%	-16%	0	-21%	-1%
O=C(CSc1nnc(-c2ccncc2)o1)Nc1ccccc1Cl	2	-2%	i	-2%	2%	-7%	3	-7%	-11%
